EP2 mod = EP2 receptor (human) modulation; P43116; EP2-expressing cells, cAMP HTRF FRET, PGE2 co-stimulation; induction, % at 25 µM; hit rate 0.83% among 260,000; AID 940;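 active = compounds whose cAMP rise, as percent of the full-agonist control response, exceeds 60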;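 note: rat C6 glioma line stably carrying human EP2 under a CMV promoter; the protocol text gives 20 µM as final concentration; 100% = response of wells given 1 µM PGE2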
Target sequence (P43116 whole entry, looked up): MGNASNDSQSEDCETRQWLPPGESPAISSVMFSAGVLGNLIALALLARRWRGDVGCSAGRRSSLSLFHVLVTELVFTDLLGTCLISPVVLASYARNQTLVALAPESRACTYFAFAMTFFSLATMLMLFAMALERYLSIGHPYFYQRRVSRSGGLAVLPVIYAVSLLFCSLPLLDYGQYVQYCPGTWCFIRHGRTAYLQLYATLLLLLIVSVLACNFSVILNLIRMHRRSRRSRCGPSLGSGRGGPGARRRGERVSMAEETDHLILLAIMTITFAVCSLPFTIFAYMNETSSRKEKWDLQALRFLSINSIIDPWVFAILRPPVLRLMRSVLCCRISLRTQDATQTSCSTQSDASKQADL
Active calls of the source: *. This is a subset. The share of hits here may be higher or lower than overall.

The first three compounds (preview)
SMILES	EP2 mod
COc1ccc(-c2ncc(CNC3(c4ccc(OC)cc4)CCCC3)cn2)cc1	-92
CCN1/C(=C/C=C2\SC(=S)N(C)C2=O)Oc2ccccc21	10
CCc1nn(CC(=O)NCc2ccco2)c(=O)c2cc3oc(C)cc3n12	-25

The whole of this part, previewed entries included:
SMILES	EP2 mod
COc1ccc(-c2ncc(CNC3(c4ccc(OC)cc4)CCCC3)cn2)cc1	-92
CCN1/C(=C/C=C2\SC(=S)N(C)C2=O)Oc2ccccc21	10
CCc1nn(CC(=O)NCc2ccco2)c(=O)c2cc3oc(C)cc3n12	-25
COc1ccc(Cn2nnnc2CN2CCN(c3nc4ccccc4s3)CC2)cc1	-113
CCc1nn(CC(=O)N2C(C)CCCC2C)c(=O)c2cc3oc(C)cc3n12 (stereo unspecified)	-33
Cc1cc2cc3c(cc2nc1SCC(=O)Nc1cccc(F)c1)OCO3	66*
CCC(CC)c1nnc(NC(=O)c2c(OC)cccc2OC)s1	-1
CCc1ccccc1NC(=S)N(Cc1cccs1)Cc1cc2ccc(C)cc2[nH]c1=O	10
C[C@@H](N=C(N)N)C(=O)O	-1
COc1ccc(CN2CCc3c(nc(N4CCCC4)[nH]c3=O)C2)cc1	-19
Cc1nn(C)cc1CN(Cc1ccc(F)cc1)C1CC(C)(C)NC(C)(C)C1	-30
CCn1c2cc(C)sc2c2cnn(CC(=O)N3CCCC(C)C3)c(=O)c21 (stereo unspecified)	-8
N#CCC(=O)Nc1ncc(Cc2ccc(Cl)cc2Cl)s1	-8
Cc1cc(OCc2nnc(SCC(=O)O)o2)ccc1Cl	-44
Cn1c(=O)n(C)c2cc(CN3C[C@@H]4CCCN4C[C@@H]3Cc3ccccc3)ccc21	-14

By substructure, the entries above containing a halogen
SMILES	EP2 mod
Cc1cc2cc3c(cc2nc1SCC(=O)Nc1cccc(F)c1)OCO3	66*
Cc1nn(C)cc1CN(Cc1ccc(F)cc1)C1CC(C)(C)NC(C)(C)C1	-30
N#CCC(=O)Nc1ncc(Cc2ccc(Cl)cc2Cl)s1	-8
Cc1cc(OCc2nnc(SCC(=O)O)o2)ccc1Cl	-44

Later entries
SMILES	EP2 mod
O=C(NCc1cccs1)c1cccnc1Nc1ccccc1F	14
Cc1ccc(C2=NN(CC(N)=O)C(=O)c3cc4ccccc4n3C2)cc1	-71
O=c1[nH]c(N2CCCCC2)nc2c1CCN(Cc1ccccc1O)C2	-42
O=C(Nc1cc(Cl)ccc1O)C1CC(c2ccccc2O)=NO1 (stereo unspecified)	-100
Cc1cccc(NC(=O)CSc2nc3sc4c(c3c(=O)[nH]2)CCCC4)c1C	-13
Cc1cccnc1C1(O)CCN(C(=O)c2ccc3c(c2)C(=O)N(CC2CCCO2)C3=O)CC1 (stereo unspecified)	-21
COc1cc(S(=O)(=O)N2CCOCC2)ccc1Cl	1
COC(=O)C(C)Sc1nnc(COc2ccc(Cl)cc2)n1C (stereo unspecified)	12
O=C(NC1CCCCCC1)c1cc2nc(-c3ccco3)cc(C(F)(F)F)n2n1	53
O=C(NCc1ccco1)Nc1ccc(F)cc1	-28
COc1cc(C(=S)N2CCOCC2)cc(OC)c1OC(=O)c1cccc(C)c1	2
COc1ccc2cc(C#N)c(SCC(=O)Nc3ccc(OC)c(OC)c3)nc2c1	-30
Cc1cc(C)n(CC(=O)N2CCC[C@H](Cn3cc(C(=O)N4CCOCC4)nn3)C2)n1	2
Cn1ccnc1C1(O)CCN(C(=O)c2ccc(F)cc2F)CC1	22
COc1ccc(NC(=O)NCCNc2nc3c(C)cccc3cc2C#N)cc1	-29

An excerpt from above in order of their number in EP2 mod, ascending:
canonical_smiles	EP2 mod
Cc1cc(OCc2nnc(SCC(=O)O)o2)ccc1Cl	-44
O=C(NCc1ccco1)Nc1ccc(F)cc1	-28
CCc1nn(CC(=O)NCc2ccco2)c(=O)c2cc3oc(C)cc3n12	-25
CCC(CC)c1nnc(NC(=O)c2c(OC)cccc2OC)s1	-1

Next compounds.
SMILES	EP2 mod
CCC(C)NC(=O)c1ccccc1NC(=O)CN1C(=O)c2cccc3cccc1c23 (stereo unspecified)	-11
COc1ccccc1CCCNC(=O)c1cc(-c2c(C)nn(C)c2C)n[nH]1	-86
Cc1ccc(S(=O)(=O)N(Cc2cccnc2)Cc2cc3ccc(C)c(C)c3[nH]c2=O)cc1Cl	-18
Cc1nn(CC(=O)NCCc2ccccc2Cl)c(=O)c2cc3sccc3n12	6
Cn1c(=O)c2c(-c3ccc4c(c3)OCO4)c3c(nc2n(C)c1=O)-c1ccccc1C3O (stereo unspecified)	0
Cc1cc(C)c2c(NCc3cccc(C(F)(F)F)c3)n[nH]c2n1	-61
CC1c2ccsc2CCN1Cc1ccc2c(c1)n(C)c(=O)n2C (stereo unspecified)	-61
COc1ccccc1C(=O)NNC(=O)c1cccs1	8
CCOCCOc1nc2c(c(=O)n(C)c(=O)n2C)n1C(C)c1ccccc1 (stereo unspecified)	9
COCCCNC(=S)N1CCC(C(=O)c2ccc(Cl)cc2)CC1	-57
COC(=O)c1cccc(NC(=O)CSc2nnnn2-c2ccc3c(c2)OCCO3)c1	-77
O=C(/C=C/c1ccc(O)c(O)c1)OC(Cc1ccc(O)c(O)c1)C(=O)O (stereo unspecified)	10
COc1ccccc1CC(=O)N1CCC(Cn2nc(-c3ccco3)ccc2=O)CC1	-33
O=c1[nH]c2ccc(Cl)cc2c(-c2ccccc2)c1[N+](=O)[O-]	11
Nc1nc(-c2ccccc2)c(CC(=O)O)s1	28
COc1ccccc1CC(=O)N1CCC[C@@H]1Cn1nc(-c2cccs2)ccc1=O	-22
CCN(CC)C(=O)N1CCN(Cc2cccc(OC)c2)C[C@@H]1C	-17
O=C(CC1CCCC1)NCCn1nc(-c2ccco2)ccc1=O	-24
COc1ccc(-n2c(CNc3ccc(F)cc3)nnc2SCC(=O)OC2CCCCC2)cc1	17
CCc1c(C)nc2ncnn2c1Nc1ccccc1OC	-9
O=C(Nc1nnc(-c2cccs2)s1)c1ccco1	4
O=C(NC1CCCC1)C(c1ccccc1)N(C(=O)c1csnn1)C1CCCC1 (stereo unspecified)	-2
COc1ccc(C2(C(=O)N3CCCC(c4ncncc4S(C)(=O)=O)C3)CC2)cc1 (stereo unspecified)	1
Cc1cc(CN2CCCCC2)c(O)c(CN2CCCCC2)c1	31
O=C(CCCC(=O)N1CCc2ccccc21)N1CCC(n2nnc3cccnc32)CC1	-10
CC(C)c1n[nH]c(=S)n1C	-4
CC1(C)CC(=O)C2=C(C1)OC(N)=C(C#N)C2c1cc(Cl)ccc1Cl (stereo unspecified)	9
O=C(CSc1nnc(COc2cccc3cccnc23)n1CC1CCCO1)Nc1ccccc1F (stereo unspecified)	-16
COC(=O)c1cccc(-n2nnnc2SCC(=O)Nc2ccc(NC(C)=O)cc2)c1	-58
CC1Cc2ccccc2N1C(=O)CSc1ncnc2c1sc1nc3ccccc3cc12 (stereo unspecified)	1

Given bar-delimited: three of the compounds above.
SMILES | EP2 mod
O=C(CSc1nnc(COc2cccc3cccnc23)n1CC1CCCO1)Nc1ccccc1F (stereo unspecified) | -16
O=C(Nc1nnc(-c2cccs2)s1)c1ccco1 | 4
CC1Cc2ccccc2N1C(=O)CSc1ncnc2c1sc1nc3ccccc3cc12 (stereo unspecified) | 1

Additional structures:
SMILES	EP2 mod
COc1ccc(-n2ncc3c(=O)n(CC(=O)N(C4CCCCC4)C4CCCCC4)cnc32)cc1	-52
Cc1ccccc1-c1ncc(CN2CCC(O)(c3cccnc3)CC2)cn1	-4
CCC(C)(C)NC(=O)Cn1nc(-c2ccc(C)o2)cc(N)c1=O	-68
COc1ccc(-n2nnnc2SCC(=O)Nc2nc(C)c(C)s2)c(OC)c1	-61
O=C(Cn1nc(-c2cccs2)n(-c2ccncc2)c1=O)NC1CCCC1	10
CCN1CCN(C(=O)CN(c2cccc(Cl)c2Cl)S(C)(=O)=O)CC1	-12
CC(C)(C)C(=O)Nc1ccc(S(=O)(=O)N2CCOCC2)cc1	-47
CSc1nnnc2ccccc12	32
CC(C)Oc1ccc(OCCSc2nnc(-c3ccccc3)n2N)cc1	-115
CN1CCN(c2ccc(NC(=O)COc3ccc(Cl)cc3)cc2)CC1	-69
COCCCn1c(SCC(=O)Nc2cc(OC)ccc2OC)nnc1-c1ccoc1C	-27
CC(C)(C)NC(=O)c1ccc(Cl)c(S(=O)(=O)N2CCOCC2)c1	-1
CCCc1nn(CC(=O)N2CCCC2)c(=O)c2cc3ccsc3n12	-17
COc1cccc(-c2[nH]ncc2CN(C)CCN2CCCCC2)c1	1
COc1ccc(C2(O)CCN(C(=O)Cc3ccc(OC)c(OC)c3)CC2)cc1	-22
COc1ccc(C2CC(c3cccc4ccccc34)n3nc(N)nc3N2)cc1 (stereo unspecified)	-30
CCN(CC)C(=O)c1sc(NC(=O)c2ccc(OC)c(OC)c2)c(C#N)c1C	4
CCOc1ccc(/C=C\c2nc(O)c([N+](=O)[O-])c(=O)[nH]2)cc1OC	-26
Cc1nn(C)cc1-c1nc2cnccn2c1NCc1ccc2c(c1)OCO2	-39
Cn1c(SCC(=O)Nc2ccccc2)nc2ccccc2c1=O	-66
CCc1nc2ccccc2n1CC(O)COc1cc(C)ccc1Cl (stereo unspecified)	-39
O=C(c1nc2ccccc2s1)C1CCN(C(=O)c2ccc3c(c2)OCCO3)CC1	-32
CC1CCN(Cc2nc3c(c(=O)n(C)c(=O)n3C)n2CCN2CCOCC2)CC1	20
Cc1nc2cccnc2n1C1CCN(C(=O)NCc2ccccc2)CC1	5
CCn1c(COc2ccccc2C)nnc1SCC(=O)Nc1ccc(OC)cc1OC	-8
C/C(N[O-])=C(\C)[N+]([O-])=[Co].C/C(N[O-])=C(\C)[N+]([O-])=[Co].CC(=N\[O-])/C(C)=N/[O-].CC(=N\[O-])/C(C)=N/[O-].[CH3-].[CH3-]	11
COc1ccc(N2C(=O)N(c3ccc(OC)cc3)C3CS(=O)(=O)CC32)cc1 (stereo unspecified)	-7
Cc1cc2c(cc3c(=O)n(CC(=O)NCCN(C(C)C)C(C)C)nc(C)n32)s1	-15
Cc1cccc(-n2c(SCC(N)=O)nnc2-c2ccco2)c1	-25
O=C(Nn1c(C2CCC2)nc2ccccc2c1=O)c1ccccc1	-1
CC1CN(c2nc3c(c(=O)[nH]2)CCN(Cc2cccc(Cl)c2)C3)CC(C)O1 (stereo unspecified)	7
C=C(C)CSc1nc2c(c(=O)n(C)c(=O)n2C)n1Cc1ccc(Cl)cc1	61*
O=C1CNCCN1C1CCCC1	2
COc1ccc(NC(=O)CN2CCC(c3nc4ccc(Cl)cc4[nH]3)CC2)c(OC)c1	-78
CCN(Cc1cc2cc(C)ccc2[nH]c1=O)C(=O)COc1ccccc1	-41
CCOC(=O)Nc1nc(-c2ccccc2)c(C)s1	23
CCOc1ccc(NC(=O)CSc2nnc(-c3cccc(O)c3)o2)cc1	-21
COc1ccc(/C=C/c2nc3ccccc3c(=O)n2C)cc1	-26
COc1ccc(NC(=O)N(Cc2ccccc2Cl)Cc2cc3cc(OC)ccc3[nH]c2=O)cc1	7
Cc1ccc2c(-c3csc(NC(=O)C4(C)CCCO4)n3)c[nH]c2c1 (stereo unspecified)	-121
CC(C)Oc1ccc(C(=O)Nc2nnn(C)n2)cc1	-23
OC(COc1ccccc1Br)CN1CCNCC1 (stereo unspecified)	-6
CC1CCCN(CC(C)(C)NC(=O)COc2ncnc3ccccc23)C1 (stereo unspecified)	-16
COc1ccc(CN(Cc2cn(C)c3ccccc23)CC2CCCO2)c(OC)c1OC (stereo unspecified)	-15
Clc1ccc(Nc2nc3c(s2)CCCC3)cc1	16
CCC(C)Nc1nc2c(c(=O)[nH]c(=O)n2C)n1CC(O)COC(C)C (stereo unspecified)	0
O=C(c1cccnc1)N1CCCC(c2ncncc2-c2ccncc2)C1 (stereo unspecified)	-35
CCc1nc2ccc(NC(=O)c3cc(=O)c4cc(C)c(C)cc4o3)cc2[nH]1	-29
NC(Cc1cnc[nH]1)C(=O)Nc1ccc2ccccc2c1 (stereo unspecified)	7
COc1ccc(-c2nnn(C3CCN(C(=O)c4ccn[nH]4)CC3)n2)cc1	-33
O=C(NCCCl)c1c(O)c2ccccc2[nH]c1=O	1
COc1ccc(N2CCN(C(=O)CSc3nnnn3-c3ccc(OC)cc3)CC2)cc1	-34
O=C(NC1CCCCC1)C1CC(c2ccccc2O)=NO1 (stereo unspecified)	6
COc1ccc(Cc2nnc(NC(=O)c3ccc(OC(C)=O)cc3)s2)cc1OC	13
Cc1nn(-c2ccccc2)c(Cl)c1C1N2CCCN1CC2 (stereo unspecified)	7
CN(C(=O)CN1CCN(c2ccc(F)cc2)CC1)C1CCCCC1	-51
COC(=O)c1nc(NC(=S)NC(=O)c2ccco2)sc1C	-33
CCc1ccccc1NC(=O)CSc1nnc(C2CC2)n1CC	-13
CCOC(=O)/C(=C\c1ccc(-c2ccccc2)o1)C(C)=O	-52
Cc1cc(C)nc(Nc2ccc(OC(C)C)cc2)n1	-26

Continuation:
SMILES	EP2 mod
Cc1nc(SCC(=O)N2CCOCC2)c2c(C)c(C)sc2n1	-10
CCOc1ccccc1C1Nc2ccccc2-c2cc(C)nn21 (stereo unspecified)	62*
COc1ccc2c(c1)OC/C(=C/c1ccc(O)c(O)c1)C2=O	-17
O=C(NCCCN1CCOCC1)C(=O)NCC1COc2ccccc2O1 (stereo unspecified)	13
O=C(COc1ncnc2ccccc12)NC1(c2ccccc2)CCCC1	-41
CCC(CC)C(=O)NCCCn1c(-c2cccnc2C)cc2cccnc21	-2
Cc1ccc(NC2OC(CO)C(O)C2O)cc1C (stereo unspecified)	-50
CN(C)S(=O)(=O)c1ccc(S(=O)(=O)N2CCCC(C(=O)NC(C)(C)C)C2)cc1 (stereo unspecified)	-66
O=C1OC(CC(=O)N2CCCC(c3ncncc3-c3ccncc3)C2)c2ccccc21 (stereo unspecified)	-18
CCn1ncc(CN(CCN(C)C)Cc2cccs2)c1C	12
CN(C)c1ccc(C(=O)N2CCCC(c3noc(-c4ccccn4)n3)C2)cc1 (stereo unspecified)	-28
O=C(Nc1nnc(C2CCCCC2)s1)c1cc2cc(Br)ccc2oc1=O	4
COC(=O)c1c(NC(=O)C(C)C)sc(C(=O)Nc2cccc(C(F)(F)F)c2)c1C	14
CCOc1ccccc1NC(=O)CSc1nnc(-c2cccc(C)c2)n1C	-43

Screening data as filed in PubChem BioAssay.
